Assay outcomes deposited in PubChem BioAssay by National Center for Advancing Translational Sciences (NCATS).
Giardia FBPA inh: Giardia lamblia aldolase inhibition; Potency, µM (titrated, usually from 59.6 µM), inactives show at the highest dose activity, negative = inhibition, most hits filed as inhibitors; purified Giardia FBPA; A8B2U2; actives 0.71% (n = 290,000); also: potency is read from the fitted curve at half-maximal effect; nearly all actives have a fitted effect of over 55% in size
Target sequence (A8B2U2 whole entry, looked up): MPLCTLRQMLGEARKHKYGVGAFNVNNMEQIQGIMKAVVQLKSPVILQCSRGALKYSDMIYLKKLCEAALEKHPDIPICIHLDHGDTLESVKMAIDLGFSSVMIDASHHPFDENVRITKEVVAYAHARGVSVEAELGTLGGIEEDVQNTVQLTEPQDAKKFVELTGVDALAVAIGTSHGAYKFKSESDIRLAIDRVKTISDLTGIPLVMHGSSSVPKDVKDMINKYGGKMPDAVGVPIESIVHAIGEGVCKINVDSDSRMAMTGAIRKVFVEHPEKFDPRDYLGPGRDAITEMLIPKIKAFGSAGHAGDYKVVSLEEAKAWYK
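40 nM FBPA preincubated 10 min at RT with compound (up to 57.5 uM final), then substrate plus GAPDH/TPI/NAD/arsenate coupling and diaphorase/resazurin added. Fluorescence read after 20 min at RT, 525/598 nm.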
AmpC inh no detg: AmpC beta-lactamase inhibition without detergent. P00811. AmpC nitrocefin hydrolysis, absorbance 480 nm, 0.0001% Triton. Potency, µM (titrated, usually from 57.1 µM), for the others: at the highest dose activity change, negative = inhibition, usual class: inhibitors. actives 0.52% (n = 330,000). AID 485341;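 also: potency is read from the fitted curve at half-maximal effect; plate controls were no compound for no effect and no enzyme for full effect; nearly all actives have a fitted effect of over 20% in size; some results filed as inactive show a strong effect at the top dose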
Target sequence (P00811 whole entry, looked up): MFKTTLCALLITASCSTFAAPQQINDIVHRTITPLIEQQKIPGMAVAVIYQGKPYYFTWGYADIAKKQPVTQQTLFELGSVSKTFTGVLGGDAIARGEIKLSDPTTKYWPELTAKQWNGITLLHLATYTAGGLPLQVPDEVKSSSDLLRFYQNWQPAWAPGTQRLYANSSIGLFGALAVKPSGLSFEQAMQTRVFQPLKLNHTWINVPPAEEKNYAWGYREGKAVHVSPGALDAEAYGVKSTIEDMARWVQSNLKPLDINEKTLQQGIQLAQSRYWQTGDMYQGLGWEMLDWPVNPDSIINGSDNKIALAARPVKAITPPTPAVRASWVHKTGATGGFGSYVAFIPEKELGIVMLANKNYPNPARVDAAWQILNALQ
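20 mM phosphate pH 7.0 + 0.01% (detergent screen) or 0.0001% Triton X-100; 5.3 nM AmpC reagent; cpd preinc 15 min RT; nitrocefin (800 uM stock) to start; A480 q20 s × 4 min; Activity was normalised to no-enzyme and no-compound control wells.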
HCMV inh: inhibitors of human cytomegalovirus; HFF cells, HCMV-luciferase reporter, 72 h; active compounds read low; activity change, negative = inhibition, % at 57.5 µM; actives 4.5% (n = 410,000); AID 1259415; in the data active = activity change below about -60%; inconclusive = no clear call, values can overlap the other calls; inactive = above about -39%
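Compounds were evaluated in HFFs infected with an HCMV luciferase reporter virus (MOI 1 PFU/cell). Luciferase in lysates collected 72 h post infection served as the replication measure.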
HCV inh: blocks hepatitis C virus; actives 3.4% (n = 340,000); AID 651820; Huh7.5.1 HCVcc-Cre infection, luciferase reporter, 44 h; Potency, µM (titrated, usually from 41.8 µM), for inactives: at the top dose activity change, negative = inhibition, actives largely listed as inhibitors; also: potency is read from the fitted curve at half-maximal effect
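Seed cells (1,000/well) for 4 h; treat with compound and infect with HCVcc-Cre, moi about 0.5. Incubate 44 h, then detect luciferase activity.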
AmpC inh detg: AmpC beta-lactamase inhibition with detergent present. P00811. AmpC hydrolysis of nitrocefin, absorbance 480 nm, 0.01% Triton. Potency, µM (top dose mostly 114 µM), for inactives: at the highest dose activity change, negative = inhibition, actives largely listed as inhibitors. actives 0.041% (n = 370,000);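 also: potency is read from the fitted curve at half-maximal effect; 0% = no-compound wells and -100% = no-enzyme wells; nearly all actives have a fitted effect of over 25% in size; some results filed as inactive show a strong effect at the top dose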
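20 mM phosphate pH 7.0 + 0.01% (detergent screen) or 0.0001% Triton X-100; 5.3 nM AmpC reagent; cpd preinc 15 min RT; nitrocefin (800 uM stock) to start; A480 q20 s × 4 min; Activity was normalised to no-enzyme and no-compound control wells.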
Sm TGR inh: blocks Schistosoma mansoni thioredoxin glutathione reductase. purified TGR, DTNB reduction, TNB absorbance 405 nm. Potency, µM (doses to about 114 µM), for inactives: top-dose activity change, negative = inhibition, most hits filed as inhibitors. actives 3% (n = 360,000). AID 485364; also: potency is read from the fitted curve at half-maximal effect; nearly all actives have a fitted effect of over 60% in size
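TGR 20 nM + NADPH 100 uM (dispensed conc.), cpd preinc 15 min RT; start with NADPH (500 uM addition) then DTNB (15 mM addition). Kinetic TNB absorbance, 405 nm filter. Four-parameter Hill fit across titration.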
Numbers without * were called inactive; ? = inconclusive; . = not tested or not shown; & = joins results of further samples; [ ] = remark or other dose. Unless noted, calls follow the shape of the dose curve; as a rule, active = well fitted curve in the direction sought with a large enough effect; inconclusive = small, poorly fitted or top-dose-only effect, or another doubt; inactive = no such curve, though single readings can be large; an effect the other way counts as inactive or inconclusive. Unless noted, % is scaled to controls: 0 for no effect and ±100 for the full control effect.

SMILES | Giardia FBPA inh | AmpC inh no detg | HCMV inh | HCV inh | AmpC inh detg | Sm TGR inh
O=C(NCc1cc(C(F)(F)F)ccc1F)C1CCC(=O)N(C2CC2)C1 (configuration not stated) | -3.1% | -2.4% | 67.0 | 2.5% | ? | -20.7%
COc1ccccc1Nc1nc(-c2sc(NC(=O)c3cccc(Cl)c3)nc2C)cs1 | -10.5% | -37.1% | . | . | ? | -1.5%
Cc1ccc(NC(=O)C2CCCN(c3ncnc4onc(-c5ccc(F)cc5)c34)C2)c(Cl)c1 (configuration not stated) | . | . | 5.6 | . | -4.6% | 2.0%
COc1ccc(/C=C2\SC(=S)N(CC(=O)N(C)C3CCS(=O)(=O)C3)C2=O)cc1 (configuration not stated) | -5.2% | 146.4%[activator] | -20.8 | ? | -10.6% | -8.8%
O=C(NNC(=O)c1cc(-c2ccc(Cl)cc2)nc2ccccc12)c1csc(N2CCOCC2)n1 | . | 111.6%[activator] | 31.6 | ? | -12.5% | -2.8%
O=C(CCN=C1NS(=O)(=O)c2ccccc21)OCC(=O)c1ccc(F)cc1 | . | -16.0% | -5.7 | 14.9% | -13.6% | -2.5%
CC1CCN(C(=O)C2CCC(CNc3c(N4CCCCC4)c(=O)c3=O)CC2)CC1 (configuration not stated) | 10.5% | -18.8% | 10.0 | -4.0% | -6.0% | 12.8%
COc1cc(NC(=O)CN2C(=O)C(c3ccc(C)cc3)=NC23CCCCC3)cc(OC)c1 | . | . | -4.2 | . | 13.3% | 12.2%
CCC(=O)c1ccc(OCC(O)CNCCc2ccc(Cl)cc2)cc1 (configuration not stated) | 16.8% | 18.5% | -39.8 | -11.4% | 1.2% | -8.1%
CCCCc1c(C)nc(N2CCCC2)[nH]c1=O | 10.0% | -3.4% | 22.4 | 10.2% | -2.9% | 20.5%
O=C1CN(C(=O)COC(=O)CCNS(=O)(=O)c2ccc(Cl)cc2)c2ccccc2N1 | 2.7% | -18.7% | -24.7 | 12.3% | ? | -4.9%
COc1ccccc1NC(=O)CN1CCC(c2nc3ccc(C)cc3[nH]2)CC1 | 23.5% | 27.0% | -28.3 | 8.8% | 6.3% | 14.6%
Cc1ccnc(SCCn2c(N3CCN(Cc4ccccc4)CC3)nc3c2c(=O)[nH]c(=O)n3C)n1 | 1.1% | 80.4%[activator] | -1.2 | -6.8% | -11.0% | 29.5%
CCCN(CC(=O)Nc1ccc(F)c(F)c1F)C(=O)Cc1ccc(S(=O)(=O)N2CCOCC2)s1 | . | -29.3% | -2.0 | ? | -3.6% | -27.8%
COc1ccc(C2CC(C(F)(F)F)n3ncc(C(=O)O)c3N2)cc1OC (configuration not stated) | 10.6% | -12.6% | 22.5 | -5.5% | -10.4% | -0.4%
CCCCCCNS(=O)(=O)c1ccccc1Br | -11.5%&-20.5% | -31.9% | -24.9 | 13.2% | 1.0% | -12.4%
Nc1scc2c(C(=O)N/N=C/c3ccc(Cl)cc3)nn(-c3ccccc3)c(=O)c12 | ? | -34.3% | ? | -26.0% | 1.8% | -3.6%
NC(=O)N/N=C/c1coc2ccc3ccccc3c2c1=O | 0.4% | -20.0% | ? | 16.3% | -6.1% | -0.4%
Cc1ccc(NC(=O)CS(=O)CC(=O)NC2CCN(Cc3ccccc3)CC2)c(C)c1 (configuration not stated) | -3.0% | -24.9% | 10.7 | 11.7% | -10.1% | 1.4%
Cc1onc(-c2ccccc2)c1C(=O)N/N=C/c1ccco1 | -25.8% | -20.5% | -5.1 | ? | -11.3% | ?
Cc1ccsc1C(=O)N1CC(=O)Nc2ccccc21 | -5.1% | -11.5% | -7.7 | 5.9% | -8.1% | 1.2%
CCOCCc1nnc(NC(=O)c2cccc(F)c2)s1 | 2.6% | 1.1% | 26.3 | -1.9% | -12.5% | 4.1%
COCc1cc(=O)n2[nH]c(-c3cccc(Br)c3)cc2n1 | 1.1% | -12.8% | 57.1 | 0.6% | 10.3% | 9.9%
COc1ccc(/C=N/Nc2cc(OC)ncn2)cc1 | 0.2% | -15.5% | 29.8 | 4.9% | -1.3% | 7.8%
Cc1sc2ncn(CC(=O)NCC(=O)N3CCN(c4ccccc4F)CC3)c(=O)c2c1C | 2.1% | -5.0% | -21.5 | 10.0% | 1.8% | 6.9%
CCc1ccc(N(C(=O)c2ccoc2C)C(C(=O)NC2CCCC2)c2ccc(OC)cc2)cc1 (configuration not stated) | 6.3% | -27.2% | -14.4 | -12.1% | ? | -4.2%
Cc1cc(C)n(CCO)c(=O)n1 | -2.2% | -19.8% | 29.6 | 9.9% | ? | 17.8%
CC(=O)Nc1ccc(NC(=O)COc2cc(O)c3c(c2)OC(C)(C)CC3=O)cc1 | -1.8% | -8.2% | 29.4 | ? | -7.7% | -21.0%
COc1cc([N+](=O)[O-])c(OC)cc1SCc1n[nH]c(=S)n1-c1ccc(F)cc1 | 2.6% | -4.5% | -8.0 | 11.7% | -2.7% | 10.0%
CCN(CC)CCCNc1ncnc2c1cnn2-c1ccc(C)c(C)c1 | . | . | -30.2 | . | 6.7% | 12.4%

In the list so far, 2 contain an aryl thioether with sulfur outside any ring:
SMILES | Giardia FBPA inh | AmpC inh no detg | HCMV inh | HCV inh | AmpC inh detg | Sm TGR inh
Cc1ccnc(SCCn2c(N3CCN(Cc4ccccc4)CC3)nc3c2c(=O)[nH]c(=O)n3C)n1 | 1.1% | 80.4%[activator] | -1.2 | -6.8% | -11.0% | 29.5%
COc1cc([N+](=O)[O-])c(OC)cc1SCc1n[nH]c(=S)n1-c1ccc(F)cc1 | 2.6% | -4.5% | -8.0 | 11.7% | -2.7% | 10.0%

Going on with the list:
SMILES | Giardia FBPA inh | AmpC inh no detg | HCMV inh | HCV inh | AmpC inh detg | Sm TGR inh
COc1cccc(C(=O)Cn2c(=O)n(CC3CCCO3)c(=O)c3ccccc32)c1 (configuration not stated) | 3.3% | 15.1% | -4.5 | -3.6% | -6.9% | -10.7%
COc1ccc(C(=O)Nc2nc3ccccc3s2)cc1OC | -0.9% | 115.7%[activator] | 99.8 | -17.2% | -4.7% | ?
COc1ccc(CCNS(=O)(=O)c2c(N)n(C)c(=O)n(C)c2=O)cc1OC | 7.8% | -10.0% | 15.1 | 11.4% | 6.5% | 3.2%
CCc1c(C)sc2c1CCN(Cc1cccc(OC)c1)C2c1ccccc1 (configuration not stated) | . | . | -85.6* | . | 9.3% | 31.3%
Oc1ccccc1Nc1ncnc2c1oc1ccccc12 | 3.4% | -25.6% | 70.8 | -47.2% | -4.5% | -1.1%
O=C(CCn1c(=O)oc2ccccc21)N1CCN(c2ccccc2F)CC1 | 2.7% | 15.5% | -12.3 | 26.8% | 0.8% | -1.2%
CO/N=C/c1cn(-c2ccc(Cl)cc2)nn1 | -0.2% | -14.2% | 35.7 | 20.7% | -15.5% | 1.7%
CCOC(=O)c1sc(N/N=C/c2cccc(C)c2)nc1C | -1.0% | -15.9% | -5.0 | -27.6% | -12.6% | 17.1%
COc1ccc(-c2cc(C(=O)N/N=C(\C)c3cccnc3)c3cc(C)ccc3n2)cc1OC | . | 32.6% | -5.1 | ? | 5.5% | -24.1%
O=C(CCN1c2ccccc2Sc2ccccc21)Oc1ccccc1 | -0.6% | 0.0% | -37.7 | 23.6% | ? | 2.6%
Cc1cc(C)cc(-n2c(SC(C)C(=O)NCc3ccc4c(c3)OCO4)nc3ccccc3c2=O)c1 (configuration not stated) | -1.4% | -36.7% | -27.4 | ? | -9.9% | -3.5%
CC(=O)Nc1ccc(Nc2nc3ccccc3nc2NS(=O)(=O)c2ccccc2)cc1 | 11.0% | -49.0% | 0.0 | 13.2% | -3.5% | 1.2%
COC(=O)c1cn(-c2ccccc2)nc1-c1ccc(OC)cc1 | -5.8% | 5.3% | -32.5 | 12.6µM* | -8.1% | 9.5%
COc1ccc(CN2CCNC(=O)C2CC(=O)NC2CCCCC2)c(OC)c1 (configuration not stated) | . | 76.9%[activator] | 18.8 | 13.9% | 3.6% | -16.4%
Cc1cc(C)cc(NC(=O)C(OC(=O)c2ccc(NC(=O)CC#N)cc2)c2ccccc2)c1 (configuration not stated) | . | 11.2µM* | -4.3 | -3.4% | -9.8% | -2.2%

Looked up above.
Entry for `O=C(NCc1cc(C(F)(F)F)ccc1F)C1CCC(=O)N(C2CC2)C1` (configuration not stated) in HCV inh: 2.5%
Entry for `CC(=O)Nc1ccc(NC(=O)COc2cc(O)c3c(c2)OC(C)(C)CC3=O)cc1` in Sm TGR inh: -21.0%

Next entries
SMILES | Giardia FBPA inh | AmpC inh no detg | HCMV inh | HCV inh | AmpC inh detg | Sm TGR inh
CCc1sc(C(=O)NC2CCN(C)CC2)cc1Br | -1.5% | 49.5% | 24.0 | 0.2% | ? | 3.8%
CC(=O)c1sc2nc(SCC(=O)N3CCCCC3)[nH]c(=O)c2c1C | -17.2% | -18.5% | 62.7 | 0.7% | -12.8% | -7.1%
Cc1ccc2c(c1)c(=O)c1ccccc1n2CCCC(=O)Nc1ccc(Cl)cc1C | . | . | 22.1 | . | 8.5% | 9.0%
NS(=O)(=O)c1cccc(NC(=O)COC(=O)Cn2cnc3ccccc32)c1 | -2.9% | -17.1% | -39.0 | 11.8% | 9.5% | 13.6%
CCOc1ccccc1NC(=O)c1cc(-c2ccncc2)nc2c(Cl)cccc12 | -1.2% | -21.1% | -27.2 | ? | -13.2% | 10.7%
COc1ccc(-c2ccc(/C=N/NC(=O)c3cccnc3)o2)c([N+](=O)[O-])c1 | 1.5% | -12.6% | ? | ? | -6.3% | -18.8%
O=C(CN1C(=O)CSc2ccc(S(=O)(=O)N3CCCC3)cc21)NCc1ccc(Cl)cc1 | . | . | 45.9 | . | 19.2% | 7.6%
COc1ccc(NC(=O)c2ccco2)cc1N | 39.8µM* | 0.2% | 72.5 | -4.3% | -11.0% | -5.2%
O=C(COC(=O)C1CCC1)Nc1cc(S(=O)(=O)N2CCCCC2)ccc1Cl | . | -5.3% | -11.9 | 25.4% | -14.8% | ?
CCOc1cccc(C(=O)NC(=S)Nc2cccc(C)c2)c1 | -2.7% | -47.1% | -98.6* | 6.5% | -6.2% | ?
COc1ccc(OC)c(NC(=O)c2ccc(OCC(=O)N3CCOCC3)c(OC)c2)c1 | . | -7.0% | 19.1 | -11.0% | -12.6% | -5.0%
CCC(C)[C@@H](C(=O)Nc1ccc2c(c1)OCO2)N1Cc2ccccc2C1=O (some centres not stated) | -7.2% | 0.3% | 35.3 | ? | ? | 0.3%
Cc1ccc(C)c(OCCC(=O)OCC(=O)NCc2ccccc2)c1 | . | 12.1% | -26.4 | 15.0% | -16.1% | -0.2%
COCCn1nnnc1C(c1ccc(OC)cc1)N1CCC(C)CC1 (configuration not stated) | -11.1% | -11.7% | 12.6 | 1.7% | -1.1% | 15.8%
CN(C)CCCn1c(SCc2ccc(Cl)cc2)nnc1-c1ccncc1 | ? | -7.8% | -15.5 | 3.5% | ? | -20.3%
CCNC(=O)Nc1nc2ccccc2s1 | -4.5% | -21.8% | 8.3 | 8.9% | 1.8% | 0.5%
O=C(NCCN1CCCC1=O)C1CCC(=O)N(CCc2ccc(Cl)cc2)C1 (configuration not stated) | -3.0% | 14.3% | 12.6 | 32.0%[activator] | ? | 2.8%
CCc1ccccc1Nc1cc(C(=O)NC(C)c2ccccc2)c2ccccc2n1 (configuration not stated) | . | . | 6.0 | . | 3.8% | 7.6%
